# Wee1 degr inh: blocks degradation of human Wee1 kinase. P30291. HeLa Luc-Wee1K328M stability, luciferase luminescence; 100% = proteasome inhibitor MG132 effect. reporter increase, % at 5 µM. 220,000 tested, 1.2% active. AID 1321;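 active = activation above the mean of all tested compounds plus 3 SD, set per screening run, cut at about 8.8% in these data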;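 note: cells exposed to compound for 20 h before luminescence read; 0% = DMSO alone and 100% = MG132 at 30 µM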
# FXIIa inh 1536: inhibitors of human coagulation factor XIIa; purified FXIIa, Boc-QGR-AMC fluorogenic substrate, 2 h; inhibition, % at 5 µM; 220,000 tested, 0.3% active; AID 800; in the data active = inhibition above about 40%;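 note: 0% = enzyme with no compound and 100% = blank without enzyme; many of its hits are not listed in these tables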
# Target sequence (P00748 20-372 limits assumed): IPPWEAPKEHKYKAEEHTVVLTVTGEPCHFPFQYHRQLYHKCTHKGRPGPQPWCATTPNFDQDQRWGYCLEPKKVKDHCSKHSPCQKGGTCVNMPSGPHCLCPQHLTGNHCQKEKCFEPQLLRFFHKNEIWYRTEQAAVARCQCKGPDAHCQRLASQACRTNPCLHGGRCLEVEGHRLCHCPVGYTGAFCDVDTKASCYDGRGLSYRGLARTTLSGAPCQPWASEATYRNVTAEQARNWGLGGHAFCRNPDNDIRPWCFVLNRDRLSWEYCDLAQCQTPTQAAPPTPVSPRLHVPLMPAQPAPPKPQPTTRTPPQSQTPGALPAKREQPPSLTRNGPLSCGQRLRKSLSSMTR
# Target sequence (P00748 373-615 limits assumed): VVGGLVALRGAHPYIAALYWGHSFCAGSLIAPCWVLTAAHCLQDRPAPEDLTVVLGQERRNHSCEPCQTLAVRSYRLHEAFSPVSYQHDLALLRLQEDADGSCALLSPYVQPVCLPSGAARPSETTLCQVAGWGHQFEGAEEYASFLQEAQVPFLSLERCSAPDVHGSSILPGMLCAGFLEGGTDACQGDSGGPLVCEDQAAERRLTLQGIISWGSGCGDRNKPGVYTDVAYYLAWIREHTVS
# Mdm2 ligase inh: blocks human Mdm2 ubiquitin ligase activity; signal enhancement, % at 5 µM; Q00987; AID 1230; 210,000 tested, 0.11% active; cell-based MDM2 ubiquitination luciferase reporter, 2 h; 0 = plate control, 100 = twice control, blank-subtracted;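 active = signal enhancement of 30% or more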;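 note: luminescence tracks abundance of the self-degrading MDM2-luciferase fusion protein; higher signal means inhibition of MDM2 E3 ligase activity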
#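 Buffer or medium: Cells held in DMEM | Assay system: Stable mammalian line carrying autodegrading MDM2–luciferase fusion reporter | Quantity: 2000 cells/well | Times: 4 h settle plus 2 h compound, 37 °C | Doses: One concentration, 5 µM, with 0.2% DMSO | Technique: Luminescence with SteadyLite reagent, 15 min at room temperature | Benchmarks: Plate controls and plate blanks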
# eIF4E-4G inh: inhibitors of eIF4E and eIF4G interaction in translation initiation; TR-FRET eIF4E-eIF4GI(517-606) binding, 2 h; inhibition, % at 21.7 µM; 220,000 tested, 0.37% active; P63073+Q04637;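 active = inhibition above about 30%, limit read from the data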;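 note: 0% = full FRET control wells and 100% = background wells lacking eIF4GI fragment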
# 14-3-3 Bad PPI: disrupts binding of bovine 14-3-3 zeta to phospho-Bad peptide; P63103; inhibition, % at 21.7 µM; 220,000 tested, 0.71% active; TR-FRET 14-3-3zeta/Dy647-pBad peptide displacement, 1 h;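 active = inhibition above about 70%, limit read from the data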;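 note: 0% = full 14-3-3 plus peptide FRET controls and 100% = background without 14-3-3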
# Rad51 HR inh: Rad51 (human) homologous recombination inhibition; Q06609; hRad51 DNA strand exchange, fluorescence dequenching; inhibition, % at 10 µM; 200,000 tested, 0.085% active; AID 1385;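 active = inhibition above 40% at the single screening dose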;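 note: 0% = DMSO control wells and 100% = blanks with heterologous ssDNA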
# Target sequence (Q06609 whole entry, looked up): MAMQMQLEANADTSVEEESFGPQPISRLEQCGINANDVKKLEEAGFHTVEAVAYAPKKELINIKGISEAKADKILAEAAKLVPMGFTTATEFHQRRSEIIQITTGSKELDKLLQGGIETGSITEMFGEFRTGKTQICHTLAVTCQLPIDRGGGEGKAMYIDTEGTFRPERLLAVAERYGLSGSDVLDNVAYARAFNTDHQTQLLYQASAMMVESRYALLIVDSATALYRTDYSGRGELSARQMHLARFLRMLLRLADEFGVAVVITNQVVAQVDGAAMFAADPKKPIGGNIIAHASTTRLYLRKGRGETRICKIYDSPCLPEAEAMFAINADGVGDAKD
#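 Test system – preformed human Rad51 ssDNA filaments · Reagent – Donor/quencher-labelled 47-bp dsDNA substrate · Incubation – 37 °C 15-min filament assembly, 30-min compound preincubation, 15-min exchange · Signal – FRET fluorescence dequenching, excitation 485 nm, emission 520 nm · Read-out – percent inhibition from fluorescence, normalised to plate control and blank means · Benchmarks – plate control and blank wells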
# p97 ATPase inh: blocks human p97 ATPase activity; P55072; recombinant p97 ATPase, Kinase-Glo ATP luminescence, 3 h; inhibition, % at 8 µM; 220,000 tested, 0.42% active; AID 1481; in the data active = inhibition above about 15%;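 note: 0% = DMSO vehicle and 100% = wells lacking enzyme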
# FXIa inh 1536: blocks human coagulation factor XIa protease activity; 220,000 tested, 0.14% active; purified FXIa, Boc-Glu-Ala-Arg-AMC fluorogenic substrate; inhibition, % at 5 µM;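 active = inhibition of at least 40%; inactive = inhibition below 40%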;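 note: fluorescence of freed AMC excited at 355 nm; 0% = enzyme without compound and 100% = no enzyme blank; many of its hits are not listed in these tables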
# hK5 inh: blocks human kallikrein 5 protease activity; recombinant hK5, fluorogenic AMC substrate cleavage; 210,000 tested, 0.59% active; inhibition, % at 5 µM; AID 873;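 active = inhibition of 40% or more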;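 note: 0% = enzyme controls without compound and 100% = no-enzyme blanks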
# The depositor's hits bear a star; · = not tested or not shown; [ ] = dose if it differs, or a comment.
SMILES,Wee1 degr inh,FXIIa inh 1536,Mdm2 ligase inh,eIF4E-4G inh,14-3-3 Bad PPI,Rad51 HR inh,p97 ATPase inh,FXIa inh 1536,hK5 inh
Cc1nn(Cc2c(F)c(F)c(F)c(F)c2F)c(C)c1NC(=O)c1c(-c2ccccc2)nn(-c2ccccc2)c1C,3,6,-6,-23,-3[fluorescence artefact?],-1,-4,-2,-14
CC1(C)Cc2c(C#N)c(SCCOc3ccccc3)nc(N3CCOCC3)c2CO1,2,0,2,-8[fluorescence artefact?],-12[fluorescence artefact?],-1,0,-4,-15
COc1ccc(S(=O)(=O)N2CCOCC2)cc1NC(=O)Cc1c(Cl)cccc1Cl,1,5,-1,15,-14,7,-2,-3,-16
CCOC(=S)SCC(=O)Nc1nc(C)c(C)s1,2,11,·,-11,-1,11,5,3,1
Cc1cccc(C)c1NC(=O)COc1cccc(/C=N/NC(=O)C(=O)NCc2ccccc2)c1,0,1,-13,2,2,-5,0,-1,-1
CCN(CC)c1ccc(N=Cc2c(C)[nH]c3ccccc23)cc1,-2,5,15,32*[fluorescence artefact?],-6,2,1,1,-15
c1ccc(-n2nnnc2SCCCSc2nc3ccccc3s2)cc1,-5,6,-10,2,8,-2,-1,-3,-7
O=C1C(=O)N(Cc2ccccc2)C(=O)N1CCN1C(=O)c2ccccc2C1=O,-3,5,-22,-2,-1,-3,7,-2,-4
CCCSc1nc2c(cnn2-c2ccc(C)c(C)c2)c(=O)[nH]1,-2,14,-9,-1[fluorescence artefact?],29[fluorescence artefact?],2,0,2,-6
COc1ccc(/C=N/NC(=S)Nc2ccccc2)cc1,0,7,-97,1,-26,-13,-1,2,4
COc1cccc(C2=NOC(C(=O)NCc3ccco3)C2)c1 (configuration not stated),-1,15,2,-8,1,·,2,5,1
O=C(c1ccccc1)c1cc([N+](=O)[O-])ccc1N1CCCC1,2,9,-7,2,7,4,0,-2,6

# Brought forward from above: 2 entries; new compounds follow.
SMILES,Wee1 degr inh,FXIIa inh 1536,Mdm2 ligase inh,eIF4E-4G inh,14-3-3 Bad PPI,Rad51 HR inh,p97 ATPase inh,FXIa inh 1536,hK5 inh
COc1cccc(C2=NOC(C(=O)NCc3ccco3)C2)c1 (configuration not stated),-1,15,2,-8,1,·,2,5,1
O=C(c1ccccc1)c1cc([N+](=O)[O-])ccc1N1CCCC1,2,9,-7,2,7,4,0,-2,6
CCOC(=O)c1[nH]c2ccc(OC)cc2c1NC(=O)N1CCOCC1,0,-2,-5,7,-12[fluorescence artefact?],-6,-2,-12,3
COc1ccccc1Nc1nc(NCC(C)C)nc(N)c1[N+](=O)[O-],1,12,-4,0,-1,·,4,6,8
CCN(CC)S(=O)(=O)c1ccc(C)c(C)c1,-1,10,-10,-2,1,-2,1,3,1
Cc1cccc(C)c1NC(=S)N(Cc1ccccc1)Cc1cccnc1,0,4,2,-1,-12,-50,-6,-5,-15
COC(=O)c1cc(=O)nc2sccn12,-3,15,-18,3,5,-9,-2,1,-14
COc1ccc([N+](=O)[O-])cc1N(CC(=O)Nc1ccccc1C(=O)N1CCCC1)S(C)(=O)=O,-1,8,-9,4,9,·,2,-1,·
O=C(C1CCN(S(=O)(=O)N2CCC3(CC2)OCCO3)CC1)N1CCc2ccccc2C1,2,1,-12,-8[fluorescence artefact?],11[fluorescence artefact?],·,1,-29,2
Cc1cc(C)n(Cc2n[nH]c(=S)n2Cc2ccccc2)n1,-2,20,25,-2,-7,-7,3,2,0
Cc1ccc(S(=O)(=O)N2CCN(C(=O)CCC(=O)NCc3ccc(F)cc3)CC2)cc1,9.4*,7,3,18[fluorescence artefact?],-6,4,-2,0,-19
CCCCCC(/C=N/Nc1ccc(S(=O)(=O)N2CCOCC2)cc1[N+](=O)[O-])=C\c1ccccc1,2,17,-14,6,-2,3,-7,6,20
CCc1cccc(CC)c1NC(=S)Nc1ccccc1,3,-2,-5,-1,-3,·,1,-5,·
O=C(Nc1ccc2c(c1)OCCO2)c1cncc(Br)c1,0,6,-70,2,0,0,-3,-3,6
Cc1nn(C)c(C)c1NC(=O)c1ccc(Br)o1,5,4,11,0,1,8,-2,-5,-2
Cc1cc(C)cc(C(=O)NCC(=O)OCC(=O)Nc2ccc(C)cc2Br)c1,8,6,-20,-1,-13,10,3,3,-3
COc1ccccc1N1CCN(C(=O)c2ccncc2)CC1,3,1,-11,7,-3,4,5,-9,-9
Cc1c(Cl)cccc1NC(=S)N1CCOCC1,-1,3,15,12,-10,5,1,4,-17
Cc1ccc(NC(=O)/C=C\C(=O)O)c([N+](=O)[O-])c1,0,19,-15,-1,7,2,3,16,1
COc1ccc(C2CCN(CC(=O)N(C)C)CC2O)cc1 (configuration not stated),-1,6,-1,-2,-26,20,4,-1,0
Cc1cc(C)n(-c2nc3c(c(=O)[nH]c(=O)n3C)n2Cc2ccccc2)n1,1,8,-19,-14,1[fluorescence artefact?],2,5,-2,-4
OCCN(CC#CCn1c2ccccc2c2ccccc21)CCO,1,0,-1,-2,2,4,2,-3,-3
O=C(CC(=O)c1ccccc1)Nc1ccc2c(c1)OCCO2,3,8,-26,-3,1,-5,7,-4,3
CC(C)OC(=O)c1c(NC(=O)c2cnn3c2NC(c2ccccc2)CC3C(F)(F)F)sc2c1CCCC2 (configuration not stated),-3,6,-9,0[fluorescence artefact?],24,11,2,1,-11
COc1ccc(/C=C/C(=O)O/N=C(\N)c2ccccc2)cc1OC,17*,3,-6,4,7,7,-1,7,-4
Cn1c(=O)[nH]c(=O)c2c1nc(N1CCN(c3cccc(Cl)c3)CC1)n2CCCc1ccccc1,3,7,-20,-1[fluorescence artefact?],15[fluorescence artefact?],-4,-2,-6,2
COC(=O)CSc1nnc(-c2ccco2)n1Cc1ccco1,3,8,-8,6,2,-8,2,8,2
COc1ccc2c(C)cc(SCC(=O)Nc3cccnc3Cl)nc2c1,1,10,5,-5,-18,-139,0,3,5
O=C(CSc1nnc(-c2ccncc2)n1Cc1ccco1)N1c2ccccc2Sc2ccc(Cl)cc21,2,5,0,2,-3[fluorescence artefact?],-8,1,-9,-12
CC(=O)c1cccc(NC(=O)C2CC(=O)N(Cc3ccccc3)C2)c1 (configuration not stated),0,-16,-12,-3,-13[fluorescence artefact?],-2,2,-10,-27
CCN(CCNC(=O)CC1Oc2ccccc2NC1=O)c1ccccc1 (configuration not stated),-2,4,-2,5,1,0,-8,-5,-27
C=CCN1C(c2ccccc2)=CS/C1=C(/C#N)c1nnc(N2CCOCC2)n1-c1ccccc1,2,-4,-5,3,-1,2,3,0,-16
CCn1nnc2cc(C(=O)O)ccc21,-3,0,5,4,1,·,3,-4,-4
Cc1occc1C(=O)NN=C1C2CC3CC(C2)CC1C3,3,2,0,3,-2,-5,-1,-5,-12
CCn1c(SCC(=O)N2CCCCC2)nc(O)cc1=O,-1,44*,-9,3[fluorescence artefact?],3[fluorescence artefact?],-2,0,-19,7
CCn1cc([N+](=O)[O-])c(C(=O)NCc2ccc(Cl)cc2)n1,-2,5,0,-2,1,3,3,-4,-3
C=CCN(C#N)c1nc(OC)nc(N2CCCC2)n1,-1,6,·,-7,-7,3,-7,0,1
O=C(Nc1cccc(-c2nc3ccccc3[nH]2)c1)c1ccco1,2,-10,-10,2[fluorescence artefact?],-5[fluorescence artefact?],-1,9,4,-7
CCOC(=O)c1ccc(CC2S/C(=C(\C#N)C(C)=O)NC2=O)cc1 (configuration not stated),-3,10,-14,15,12,0,-3,2,-1
Clc1ccc2c(NNc3ccccc3Cl)ccnc2c1,2,0,-9,1,1,5,6,-6,0
Cc1cc(C)n(-c2cc(Oc3ccccc3)ncn2)n1,0,0,·,0,-1,6,0,-1,-5
COc1cccc(-c2c(C#N)c(SC)nc3cc(C)nn23)c1,-2,1,-6,-2,0,8,-6,-16,2
Cc1ccc(C)c(N2CCN(C(=O)C3CCN(c4nc(C)cc(C)n4)CC3)CC2)c1,-2,-12,5,-1,-3,·,-3,-7,-4
O=C(c1cccc(Br)c1)N1CCN(S(=O)(=O)N2CCOCC2)CC1,8,2,-14,-1,-15,34,8,-4,5
Cc1ccc(O)c(-c2cc(C(=O)Nc3ccc(S(=O)(=O)Nc4nccc(C)n4)cc3)[nH]n2)c1,7,4,·,5,-7,21,3,-3,-4
CC1CCCC(NC(=O)C2CCN(S(=O)(=O)N3CCCCCC3)CC2)C1C (configuration not stated),-1,9,-8,1,-3,·,-2,-1,-14
COc1ccc(CCN=C(N)Nc2nc(C)cc(C)n2)cc1,2,-11,-26,-1,-9,1,-1,-6,-12
CCCn1nnnc1-c1cccc(Cl)c1,-2,14,-17,-1,-8,3,1,3,6
CCn1c(SCc2ccc(C(=O)Nc3nccs3)cc2)nnc1-c1ccc(NC(C)=O)cc1,2,18,-11,-2,-3,-1,0,1,-10
Cc1nc2ccc(C(=O)N3CCN(c4ccccc4)CC3)cc2s1,1,0,-2,0,-8,3,-5,-5,-7
CC(C)N1CC=C2C(C#N)=C(N)C(C#N)(C#N)[C@H](c3ccoc3)[C@H]2C1,-1,2,-2,-1,-9,-201,4,-10,-40
O=C(C1Cc2ccccc2CN1C(=O)c1ccccc1)N1CCN(c2ccccc2)CC1 (configuration not stated),-1,10,-14,1,-4,-5,-1,-1,0
O=C1C2C3C=CC(C4CC34)C2C(=O)N1c1ccc2c(c1)OCO2 (configuration not stated),2,4,-2,-2,-10,28,0,9,-7
O=C(O)c1nn(-c2ccc(Cl)cc2)ccc1=O,2,14,-5,3,5,3,0,1,6
CCOC(=O)c1cnn(-c2nc(-c3ccc(F)cc3)cs2)c1C(F)(F)F,-3,12,-12,-5,5,4,-4,-3,3
CCC(C(=O)OCC(=O)Nc1ccc(Cl)c(S(=O)(=O)N(C)C)c1)c1ccccc1 (configuration not stated),5,5,-7,-2,-2,1,3,7,-14
Cc1cccc(NC(=S)NCc2cccn2C)c1,-1,16,-11,-4[fluorescence artefact?],11[fluorescence artefact?],-1,0,8,3
O=C(CSc1nnnn1-c1ccc(O)cc1)Nc1ccc(N2CCOCC2)c(Cl)c1,1,5,-4,1,-2[fluorescence artefact?],-5,-7,3,-7
C/C(=N\NC(=O)CCc1ccccc1)c1ccc(Br)cc1,6,9,-2,4,1,2,-4,-1,1
Cn1c(C(=O)N2CCC(C(=O)N3CCOCC3)CC2)cc2sccc21,-2,-1,-10,2[fluorescence artefact?],6[fluorescence artefact?],-2,2,-10,-24
O=C(CSC1=Nc2ccccc2C2CC=NN12)Nc1ccc(F)cc1Cl (configuration not stated),-2,9,-9,-2,-7,7,4,4,1
Cc1ccc(OC(=O)C2c3ccccc3Oc3ccccc32)cc1C,-3,3,-10,3,-18,·,3,0,-3
O=C(NCc1ccccc1)C1=C[C@@H](c2ccc(Br)cc2)C[C@@H](OCCCCO)O1,0,3,·,-1,-3,-6,5,-1,0
CC(=O)c1cccc(NC(=O)CN(c2ccccc2)S(C)(=O)=O)c1,0,4,-3,-1,-4,·,3,20,3
Nc1cc(-c2ccc(Cl)cc2)nn1S(=O)(=O)c1ccccc1,-1,11,-6,2,3,-6,-3,5,-5

# Screening data deposited in PubChem BioAssay by several laboratories.
